Source: PubChem
sEH inhibitor: blocks human soluble epoxide hydrolase activity; recombinant human sEH enzymatic activity assay; inhibition, % at 2 µM; actives 0.34% (n = 91,000); in the data active = inhibition above about 80%; note: values of inactives mirror those of a sister screen read the other way; many of its hits are not listed in these tables
Target sequence (P34913 whole entry, looked up): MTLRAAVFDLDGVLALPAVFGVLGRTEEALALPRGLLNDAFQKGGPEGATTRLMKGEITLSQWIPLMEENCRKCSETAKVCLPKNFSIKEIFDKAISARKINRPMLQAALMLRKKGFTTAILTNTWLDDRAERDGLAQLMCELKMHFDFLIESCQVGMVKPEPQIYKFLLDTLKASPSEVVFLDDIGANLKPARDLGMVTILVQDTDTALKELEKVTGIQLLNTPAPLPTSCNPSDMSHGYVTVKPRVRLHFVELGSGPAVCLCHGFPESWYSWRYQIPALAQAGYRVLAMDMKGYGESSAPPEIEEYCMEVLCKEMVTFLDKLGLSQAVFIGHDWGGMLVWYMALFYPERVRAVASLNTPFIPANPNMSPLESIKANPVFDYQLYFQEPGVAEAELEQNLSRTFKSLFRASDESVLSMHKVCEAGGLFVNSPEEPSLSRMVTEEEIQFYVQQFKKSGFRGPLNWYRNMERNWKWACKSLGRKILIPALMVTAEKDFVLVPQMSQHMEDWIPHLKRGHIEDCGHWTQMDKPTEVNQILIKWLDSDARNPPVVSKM
sEH activator: increases human soluble epoxide hydrolase activity; purified human sEH enzymatic activity, activator screen; AID 717; P34913; activation, % at 2 µM; actives 0.04% (n = 91,000); in the data active = activation above about 37%; note: values of inactives mirror those of a sister screen read the other way
Mac1 fbg inh: blocks human CD11b/CD18 adhesion to fibrinogen. K562 CD11b/CD18 adhesion to fibrinogen, ATPlite luminescence; Mn2+ added to activate the integrin. inhibition, % at 10 µM. actives 0.54% (n = 93,000);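 active = primary inhibition of 50% or more at 10 µM, then 40% or more on retest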; note: some results filed as inactive read as strong as hits
S1P2 antag: antagonists of human S1P2 receptor | actives 0.21% (n = 97,000) | inhibition, % at 5 µM | AID 736 | cell-based S1P2 antagonist assay, inhibition at 5 uM; in the data active = inhibition above about 45%;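 note: CRE beta-lactamase reporter cells expressing human S1P2 stimulated with S1P; 0% = agonist at EC80 alone and 100% = agonist plus reference antagonist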
PostGolgi yeast: growth inhibition of a yeast mutant, post-Golgi transport screen | post-Golgi transport phenotypic cell assay | inhibition, % at 10 µM | actives 0.9% (n = 98,000);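 note: yeast cells grown in 1536-well plates; yeast grown about 18 h at 30C before absorbance read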
Ecoli WT expand: E. coli BW25113 growth inhibition, expanded screen; OD600 absorbance; growth inhibition, % at 100 µM; actives 0.15% (n = 98,000);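 active = growth inhibition above about 50% at one test dose, limit read from the data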;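 note: growth measured after 20 h incubation at 37 °C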
PLAP activator: human PLAP activation | activation fold at 20 µM | actives 1.2% (n = 96,000) | purified PLAP enzyme, luminescent substrate read-out; stronger effect = higher value | P05187 | AID 696; in the data active = activation fold above about 2
Target sequence (P05187 whole entry, looked up): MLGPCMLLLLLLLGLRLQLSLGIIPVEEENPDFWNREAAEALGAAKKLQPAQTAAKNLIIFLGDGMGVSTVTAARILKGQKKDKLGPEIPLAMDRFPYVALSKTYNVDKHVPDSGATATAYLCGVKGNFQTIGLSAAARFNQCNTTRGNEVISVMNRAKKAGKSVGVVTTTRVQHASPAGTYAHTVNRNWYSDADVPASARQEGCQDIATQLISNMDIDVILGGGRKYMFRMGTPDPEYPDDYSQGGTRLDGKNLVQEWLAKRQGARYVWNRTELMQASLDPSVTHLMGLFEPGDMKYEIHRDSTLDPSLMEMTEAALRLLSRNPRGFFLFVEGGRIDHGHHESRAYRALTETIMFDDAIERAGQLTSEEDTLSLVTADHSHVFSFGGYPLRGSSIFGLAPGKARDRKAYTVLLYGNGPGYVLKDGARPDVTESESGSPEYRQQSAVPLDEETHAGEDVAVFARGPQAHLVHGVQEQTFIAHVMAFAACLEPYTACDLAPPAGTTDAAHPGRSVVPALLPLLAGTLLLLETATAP
S1P2 agonist: S1P2 (human) receptor agonism | S1P2-expressing cell line, agonist reporter read-out | activation, % at 4.5 µM | actives 0.46% (n = 97,000) | AID 729; in the data active = activation above about 16%;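 note: 0% = vehicle low control and 100% = maximal reference agonist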
PostGolgi ctrl: inhibits growth of the yeast control strain; efflux-deficient yeast background strain, growth absorbance A615, 16 h; inhibition, % at 10 µM; actives 5% (n = 98,000); AID 738
* = called active by the depositor; . = no result given. Cut-off read from the data, not from the text of the source, unless noted: active = inhibition above about 30%; inactive = the rest.

SMILES	sEH inhibitor	sEH activator	Mac1 fbg inh	S1P2 antag	PostGolgi yeast	Ecoli WT expand	PLAP activator	S1P2 agonist	PostGolgi ctrl
CCN(CC)CCOC(=O)c1cccc(Br)c1	5	-5	6	1	5	-7	1	-3	1
CCOc1ccccc1NC(=O)CSc1nnc2c(CC)c(C)nc(N)n12	2	-4	-6	6	-5	2	0.9	-3	-7
N#CC1=C(N)Oc2cc(N)ccc2C1C1CCCCC1 (stereo not drawn)	22	-18	15	-1	18	9	1	5	9
Cc1cccc(OCC(=O)NNC(=O)Nc2cccc(Cl)c2)c1C	-7	4	1	-4	-3	-11	1.1	-6	-8
COc1ccccc1N1CCN(CCCCOc2ccc(F)cc2)CC1	26	-24	1	12	-2	15	1.6	-4	-1
O=C(Cn1nnc2ccccc21)OCC(=O)c1ccc(Cl)c(Cl)c1	-4	6	.	4	.	.	.	-5	.
CCn1c(SCC(=O)Nc2oc(-c3ccccc3)c(-c3ccccc3)c2C#N)nnc1-c1ccncc1	16	-17	14	-6	18	-5	1.8	-3	-1
CCn1c(=O)cc(SCC(=O)NCc2ccc(C)o2)c2ccccc21	-8	9	-16	-8	6	1	0.9	-5	-4
CCn1c(=O)cc(OCC(=O)Nc2cccc(C)n2)c2ccccc21	11	-11	-31	-8	3	-4	0.8	1	16
CCC(C)NC(=O)c1ccccc1NS(=O)(=O)c1ccc(OC)c(OC)c1 (stereo not drawn)	5	-2	-1	4	-3	8	1.2	-2	15
Oc1ccc2c(c1)C1CCCC1(N1CCOCC1)O2 (stereo not drawn)	.	.	23	.	8	2	1.2	.	1
CCCCCCn1cnc2c(c1=O)c1nc3ccccc3nc1n2/N=C/c1ccco1	.	.	7	21	3	-7	1.4	-4	22
COc1cc(C(=O)Nc2cccc(-c3nc4ccccc4o3)c2C)cc(OC)c1OC	-2	2	-14	15	-3	-9	0.9	-5	12
O=C(NC1(C(F)(F)F)NC(=O)N(C2CCCC2)C1=O)C1CC1 (stereo not drawn)	13	-9	-50	12	-2	2	1	-3	-3
CC(CCc1ccccc1)NC(=O)c1ccncc1 (stereo not drawn)	-23	22	-2	5	4	8	1	2	-2
Cc1ccc(S(=O)(=O)NC(C)(C)CSc2nncn2C)cc1	-5	4	-2	4	-4	-2	0.8	-4	0
CCn1c(NCc2c[nH]c3ccccc23)nc2ccccc21	-5	7	.	6	.	.	.	-3	.
O=C(O)c1cc2c(s1)CCCC2	-5	3	.	12	-8	-17	1.2	-4	-7
c1cnc(N2CCSCC2)nc1	16	-13	-2	1	28	0	0.9	-3	8
COc1cccc(NS(=O)(=O)c2ccc(NC(C)=O)cc2)c1	1	2	-22	13	16	4	1	-3	-2
COc1ccc(COC(=O)N/N=C(\C)CC(=O)Nc2c(C)cc(C)cc2C)cc1	-12	13	-12	20	0	1	0.9	-8	20
Cc1ccc(NS(=O)(=O)c2ccc(C(=O)N3CCCN(C)CC3)cc2)cc1	-2	4	.	9	-2	4	.	-7	11
O=S(=O)(Cc1ccc(Cl)cc1)c1ccccc1-c1nnc(-c2ccccc2)o1	5	-3	4	7	3	-7	1.1	-12	1
CN(C)S(=O)(=O)N1CCC(c2ccc(F)cc2)C(COc2ccc3c(c2)OCO3)C1 (stereo not drawn)	2	-2	4	-3	12	-12	1.6	-5	13
Cc1ccc2oc(Nc3nc(C)cc(C)n3)nc2c1	1	-1	2	12	-4	-2	2.8*	-8	-4
Cc1c(C(=O)N2CCN(c3ccccc3F)CC2)sc2ncn(CC(=O)N3CCOCC3)c(=O)c12	-9	8	6	10	2	-9	1.5	-5	-3
Cc1cccc(NC(=O)CCSc2nncn2C)c1	-11	15	.	-11	.	.	.	1	.
Cc1cc(C)c(NC(=O)CN2C(=O)NC3(CCCCC3)C2=O)c(C)c1	-1	1	2	-5	4	2	1.3	-4	1
C=CCOc1ccc(C2/C(=C(\O)c3ccc(F)cc3)C(=O)C(=O)N2CCCN(C)C)cc1 (stereo not drawn)	8	-9	-25	6	19	-6	1.4	-10	3
COc1ccc(C2CC(=O)C3=C(C2)Nc2ncnn2C3c2ccccc2)cc1 (stereo not drawn)	9	-8	14	-8	-5	2	1	-3	1
CN(C)C(=O)c1cnc(Sc2ncc(C(F)(F)F)cc2Cl)n1C	17	-16	52	-20	5	1	1.2	-1	-7
Cc1nc(=O)c(-c2ccccc2)c(C)n1-c1ccc(O)cc1	5	-5	-6	-18	-2	1	1	-2	-13
CCS(=O)c1ccccc1C(=O)O (stereo not drawn)	-28	30	64	2	-14	-2	1.2	2	4
Cc1sc2ncnc(Nc3ccccc3)c2c1C	10	-8	-1	25	3	3	0.9	-3	33*
O=C(NCc1ccco1)NCC(F)(F)F	-9	8	-20	6	-16	-3	1	-9	7
CC(C)(C)c1nnc2sc(SC/C(O)=C(\C#N)c3nc4ccccc4[nH]3)nn2c1=O	-12	10	65	9	-7	-2	1.8	-3	5
Cc1ccnc(N2CCCC(C(=O)Nc3cc(F)ccc3C)C2)n1 (stereo not drawn)	.	.	-20	17	6	-14	0.9	-6	6
CCCc1cc(=O)[nH]c(SCC(=O)Nc2ccccc2C#N)n1	2	-2	6	0	-5	-3	1.2	-6	5
FC(F)C(F)(F)C(F)(F)C(F)(F)c1cc(-c2ccccc2)n[nH]1	.	.	49	.	1	22	0.5	.	46*
N#Cc1c(NC(=O)CSc2ncc(-c3ccccc3)n2CC2CCCO2)sc2c1CCCC2 (stereo not drawn)	12	-13	19	-13	12	-11	1.7	-4	16
O=C(Nc1cccc(C(F)(F)F)c1)C1CCCN(S(=O)(=O)c2cnc[nH]2)C1 (stereo not drawn)	52	-52	17	7	3	4	1.5	-5	9
Cn1cnnc1SCC(=O)Nc1sccc1C#N	.	.	-26	.	8	9	1	.	4
CC(C)OP(=O)(OC(C)C)C(NC(=O)c1cccc([N+](=O)[O-])c1)C(N)=O (stereo not drawn)	-5	0	-4	-4	-1	-11	0.8	-1	2
COc1cc(C2C(C(C)=O)=C(O)C(=O)N2c2ccc(C)cc2)ccc1O (stereo not drawn)	4	-1	5	8	8	-5	0.9	-5	5
CC(C)CC(C(=O)N1CCc2ccccc2C1)N1C(=O)c2ccccc2C1=O (stereo not drawn)	4	-1	3	-15	-1	5	1.7	-4	12
CC(C)c1ccc(-c2noc(C3CCCN(C(=O)c4ccc(F)cc4F)C3)n2)cc1 (stereo not drawn)	17	-15	77	0	-5	-22	1.4	-2	14
CC1(C)Cc2c(c(N3CCOCC3)nc3sc4c(NN)ncnc4c23)CS1	-10	10	-8	-27	4	-2	1	7	6
CSc1cccc(NC(=O)CN2C(=O)c3ccccc3S2(=O)=O)c1	18	-17	-20	5	-11	11	0.9	-4	-1

Some of these compounds in order of the PLAP activator value, largest number first.
| Molecule | sEH inhibitor | sEH activator | Mac1 fbg inh | S1P2 antag | PLAP activator | S1P2 agonist | PostGolgi ctrl |
| --- | --- | --- | --- | --- | --- | --- | --- |
| Cc1c(C(=O)N2CCN(c3ccccc3F)CC2)sc2ncn(CC(=O)N3CCOCC3)c(=O)c12 | -9 | 8 | 6 | 10 | 1.5 | -5 | -3 |
| Cc1cc(C)c(NC(=O)CN2C(=O)NC3(CCCCC3)C2=O)c(C)c1 | -1 | 1 | 2 | -5 | 1.3 | -4 | 1 |
| CN(C)C(=O)c1cnc(Sc2ncc(C(F)(F)F)cc2Cl)n1C | 17 | -16 | 52 | -20 | 1.2 | -1 | -7 |
| Cc1nc(=O)c(-c2ccccc2)c(C)n1-c1ccc(O)cc1 | 5 | -5 | -6 | -18 | 1 | -2 | -13 |
| FC(F)C(F)(F)C(F)(F)C(F)(F)c1cc(-c2ccccc2)n[nH]1 | . | . | 49 | . | 0.5 | . | 46* |

Carrying on.
SMILES	sEH inhibitor	sEH activator	Mac1 fbg inh	S1P2 antag	PostGolgi yeast	Ecoli WT expand	PLAP activator	S1P2 agonist	PostGolgi ctrl
O=C1CC(SC(=Nc2ccccc2)Nc2ccccc2)C(=O)N1c1ccc(Cl)cc1 (stereo not drawn)	-8	11	.	9	-3	-6	1	-1	0
O=C(Cc1cccs1)NCCn1ccc2ccccc21	.	.	-60	.	-6	7	0.9	.	36*
COCc1nnc(NC(=O)c2ccc(NC(=O)C(C)C)cc2)s1	.	.	-1	9	-8	1	1	-7	-1
O=C(CN1CCCCC1)N1CCCc2ccccc21	0	1	-2	-23	-3	-10	0.8	-2	4
Cc1ccc(C(=O)Nc2ccccc2C(=O)NC2CCCCC2)cc1S(=O)(=O)N1CCOCC1	2	3	4	-15	-3	-2	1	-3	36*
COc1ccccc1C(OC(=O)c1cccs1)C(=O)NCC1CCCO1 (stereo not drawn)	-16	17	.	14	-2	-1	1	-3	9
Cc1cc(C(F)(F)F)nn1CC(=O)NNC(=S)Nc1ccc(Cl)cc1	0	3	9	-32	-3	5	1.2	-3	22
C=CCN1C(=O)C(C)(C)Nc2ccccc21	0	0	3	2	-3	1	1.1	-5	-3
Cc1ccc(-c2nnn(CC(=O)N(c3ccccc3)C(C(=O)NCC3CCCO3)c3ccc(Cl)cc3)n2)cc1 (stereo not drawn)	-10	13	.	-6	2	-7	1	-3	19
CCC1CCCCN1C(=O)COC(=O)c1n[nH]c2ccccc12 (stereo not drawn)	-8	7	-9	-8	-12	1	1.7	-3	7
O=C(CN1C(=O)COc2ccccc21)N1CCCc2ccccc21	6	-9	-1	22	-3	5	0.9	-7	0
CCCNC(=O)c1ccccc1NC(=O)C1COc2ccccc2O1 (stereo not drawn)	-6	4	.	4	-2	-4	0.7	1	19

3 compounds from above, ordered by SMILES length, largest number first:
SMILES	sEH inhibitor	sEH activator	Mac1 fbg inh	S1P2 antag	PostGolgi yeast	Ecoli WT expand	PLAP activator	S1P2 agonist	PostGolgi ctrl
COc1cccc(NS(=O)(=O)c2ccc(NC(C)=O)cc2)c1	1	2	-22	13	16	4	1	-3	-2
CCC1CCCCN1C(=O)COC(=O)c1n[nH]c2ccccc12 (stereo not drawn)	-8	7	-9	-8	-12	1	1.7	-3	7
Cn1cnnc1SCC(=O)Nc1sccc1C#N	.	.	-26	.	8	9	1	.	4

Other entries follow:
SMILES	sEH inhibitor	sEH activator	Mac1 fbg inh	S1P2 antag	PostGolgi yeast	Ecoli WT expand	PLAP activator	S1P2 agonist	PostGolgi ctrl
CCCn1nnnc1NCc1ccccc1OCc1cccs1	5	-6	-9	-5	2	0	0.8	-5	24
Cc1cccc(N2CCN(C(=O)c3ccc(NC(=O)C4CCCO4)cc3)CC2C)c1 (stereo not drawn)	.	.	-12	.	-3	2	1.5	.	16
Cc1cc2c(c(=O)n1C)C(C(C)C)C(C#N)=C(N)O2 (stereo not drawn)	-4	0	-2	4	-7	-6	0.9	0	-3
CNC(=O)CSc1nc2c(c(=O)n(C)c(=O)n2C)n1Cc1ccc(C)cc1	0	0	-32	-16	-4	-1	1.4	-7	4
Cc1ccc(-c2nnn(CC(=O)N(Cc3ccccc3F)C(C(=O)NC3CCCC3)c3ccncc3)n2)o1 (stereo not drawn)	-6	6	.	-1	.	.	.	-4	.
O=C(c1nc2ncccn2n1)N1CCc2ccccc2C1	-2	0	7	21	17	2	0.8	-2	9
Cc1cc(O)c(C=Nc2ccc(Cl)cn2)c(=O)o1	15	-16	5	-4	2	-4	0.9	-2	7
NC(=O)CN1CCN(c2nc(-c3ccc(F)cc3)cs2)CC1	6	-4	.	8	10	7	1.2	-8	6
Cc1nc(-c2c(-c3ccc(O)cc3O)noc2C(F)(F)F)cs1	.	.	38	14	3	1	1.1	-4	8
O=c1oc2ccccc2cc1C1=Nn2c(nnc2-c2cccnc2)SC1	-4	6	0	26	-2	4	1	-7	10
O=S(=O)(c1ccccc1C(F)(F)F)N1CCOCC1	-4	8	2	16	-16	6	1.1	-8	3
c1csc(C2Nc3cccc4cccc(c34)N2)c1	-2	5	-14	-1	-10	-6	0.8	-8	32*
Cc1c(C)[n+](=O)c(-c2ccc(F)cc2)c(C)n1[O-]	.	.	0	-5	-1	-1	1.1	-7	6
Nc1nc(C2CCCCC2)cs1	-6	6	-4	-19	22	17	0.9	-3	-2
O=C(NCCN1C(=O)CCC1=O)c1ccncc1	-2	2	8	20	18	-2	0.8	-2	4
CCc1c(C)sc2nc(SCC(=O)Nc3cc(C)on3)n(CCOC)c(=O)c12	6	-4	4	-30	-1	-3	0.9	-3	21
N=c1sccn1CC(=O)Nc1cccc2ccccc12	-6	0	-7	-7	-1	9	0.7	-2	9
COCCN(C(=O)Nc1ccc(OC)cc1OC)C1CCN(C(C)C)CC1	.	.	.	.	-11	5	1.3	.	10
Cc1ccccc1OCC(=O)Nc1ccc(N2CCN(C(=O)C(C)C)CC2)c(Cl)c1	.	.	.	23	-4	-6	1.4	-8	7
COC(=O)c1cccc(NCN2C(=O)c3ccccc3C2=O)c1	.	.	-6	.	-8	1	1	.	0
